# Assay outcomes: PubChem BioAssay, Fisher Drug Discovery Resource Center
# hcGAS inh: blocks human cGAS activity; Q8N884; recombinant h-cGAS, ATP depletion, Kinase-Glo luminescence; inhibition, % at 12.5 µM; 290,000 tested, 0.081% active; AID 1259398;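 note: 0% = vehicle reaction and 100% = reaction without DNA for no activity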
# Target sequence (Q8N884 whole entry, looked up): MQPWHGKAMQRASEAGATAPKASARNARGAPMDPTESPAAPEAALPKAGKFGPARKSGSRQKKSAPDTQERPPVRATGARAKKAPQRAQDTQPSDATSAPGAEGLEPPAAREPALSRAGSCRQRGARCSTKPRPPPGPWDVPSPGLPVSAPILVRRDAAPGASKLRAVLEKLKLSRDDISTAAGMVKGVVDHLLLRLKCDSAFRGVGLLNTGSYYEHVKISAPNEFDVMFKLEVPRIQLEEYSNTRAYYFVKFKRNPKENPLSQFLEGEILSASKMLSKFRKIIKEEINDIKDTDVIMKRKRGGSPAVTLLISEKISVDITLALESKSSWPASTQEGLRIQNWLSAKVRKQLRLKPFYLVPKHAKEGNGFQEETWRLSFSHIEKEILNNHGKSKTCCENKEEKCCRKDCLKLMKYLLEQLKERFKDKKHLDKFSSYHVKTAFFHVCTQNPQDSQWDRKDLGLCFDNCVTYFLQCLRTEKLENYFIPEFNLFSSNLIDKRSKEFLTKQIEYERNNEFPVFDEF
# NPYLR7 agonist: activates Aedes aegypti NPYLR7 receptor; activation, % at 10 µM; AID 1259423; HEK293T NPYLR7/Galpha15, GCaMP6s calcium fluorescence; 270,000 tested, 0.15% active; in the data active = activation above about 40%;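 note: 0% = vehicle and 100% = reference agonist at the receptor; some compounds past the cut are filed as inactive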
# mcGAS inh: inhibitors of mouse cGAS | inhibition, % at 12.5 µM | AID 1259399 | 160,000 tested, 0.15% active | recombinant cGAS, Kinase-Glo ATP depletion luminescence | Q8C6L5;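 note: 0% = negative control wells and 100% = reference inhibitor with no enzyme activity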
# Numbers without * were called inactive; . = not tested or not shown; & = joins results of further samples. Cut-off read from the data, not from the text of the source, unless noted: active = inhibition above about 40%; inactive = the rest.
# Value order: mcGAS inh | NPYLR7 agonist | hcGAS inh
CCOC(=O)C1CCN(c2nc(CCc3ccccc3)nc3sc(C)c(C)c23)CC1
    -8 | . | -8
CCCCNC(=O)c1ccc(-c2cccc(NC(C)=O)c2)o1
    -15 | 26 | -2
CCOC(=O)C1CCN(C(=O)CCC(=O)N2CCN(c3ccccn3)CC2)CC1
    -2 | -7 | -8
CCN(CC(=O)Nc1c(F)cccc1F)Cc1cc2c(cc1Br)OCCO2
    -8 | 9 | -7
O=C(c1csc(CSc2nnc(-c3ccncc3)n2-c2cccc(C(F)(F)F)c2)n1)N1CCc2ccccc2C1
    -6 | -6 | -10
COC(=O)[C@@H](NC(=O)c1cccc(-c2n[nH]c(C)n2)c1)C(C)(C)C
    . | 5 | -6
COc1ccc(C(=O)N[C@H](c2nnc3c(C(F)(F)F)cccn23)C(C)C)c(OC)c1
    -2 | -4 | 0
CC(C)N1CCC(C)(C(=O)Nc2cccc3cccnc23)C1 (stereo not drawn)
    . | 2 | 3
COc1ccc(-c2nn(CC(=O)NC3CCCC3)c(=O)c3nc(C)sc23)cc1
    -7 | 1 | 4
CCCCCC(=O)N1CC(=O)N(Cc2ccc(OC)cc2)CC(O)C1 (stereo not drawn)
    -5 | 2 | -1
Cc1ccc2c(c1)C(=O)N(C(C)C(=O)Nc1ccn(-c3ccncc3)n1)C2=O (stereo not drawn)
    -17 | -1 | -6
C=C(C)COc1cccc(C(=O)N2CCCC(C(=O)O)C2)c1 (stereo not drawn)
    . | -2 | -8
CCN(CC(=O)Nc1cc(C(C)(C)C)nn1-c1ccc(F)cc1)S(=O)(=O)c1ccccc1
    -6 | 18 | -5
O=C1CCC(=O)N(c2ccc(C(=O)OCc3csc(Br)c3)cc2)N1
    . | 5 | -5
CCC(C)N(Cc1cc(Cl)ccc1OS(=O)(=O)c1ccc(NC(C)=O)cc1)C(=O)Nc1ccccc1OC (stereo not drawn)
    -5 | -4 | -3
Cc1cccc(NC(=O)C(C)Oc2ccc(-c3nnco3)cc2)c1 (stereo not drawn)
    . | 14 | -6
O=C(CSc1nc2cc(Cl)ccc2s1)NC(=O)c1ccccc1
    . | 9 | -6
O=C(CSc1nnc(CN2CCCC2)o1)NC(=O)NCCC1=CCCCC1
    -4 | 13 | -4
O=C(Nc1nncs1)N1CCCC(c2ccccc2)CC1 (stereo not drawn)
    -11 | 0 | -6
O=c1c(N=Nc2ccccc2[N+](=O)[O-])c(-c2ccc([N+](=O)[O-])cc2)[nH]n1-c1ccccc1
    0 | -5 | 4
O=C(NC1CCCCNC1=O)c1cc2n(n1)CCN(Cc1ccc(Cl)c(Cl)c1)C2=O (stereo not drawn)
    -5 | 8 | -4
N#Cc1ccccc1-c1ccccc1C(=O)Nc1cccc(C(F)(F)F)c1
    . | -1 | -5
CCC(NC(=O)C1(N2CCOCC2)CCCCC1)c1cc(C)ccn1 (stereo not drawn)
    -6 | . | -11
O=C(Cc1ccc2c(c1)OCO2)N1CCc2c(sc3[nH]c(=O)n(-c4ccc(F)cc4F)c(=O)c23)C1
    -8 | 3 | -7
COCCN(CC(=O)N(CCc1c[nH]c2ccccc12)Cc1ccc(N(C)C)cc1)C(=O)c1ccccc1OC
    -4 | 11 | -1
CCN(CCn1cccn1)C(=O)c1c(O)cccc1O
    -15 | -4 | -4
Cc1cn2c3c(=O)n(Cc4ccc(Cl)cc4)c(=O)n(C)c3nc2n1CCCN(C)C
    . | -4 | 6
CCC(C)N(Cc1ccc(N(CC)CC)cc1OS(=O)(=O)CC)C(=O)c1cccs1 (stereo not drawn)
    -4 | 6 | -8
CC(Cn1cncn1)NC(=O)N1CCCC(C)(C)CC1 (stereo not drawn)
    . | -5 | -5
Cc1ccccc1-c1noc2ncc(C(=O)O)cc12
    -9 | -4 | -8

# Brought forward from above: three compounds; new compounds follow.
# Value order: mcGAS inh | NPYLR7 agonist | hcGAS inh
CCC(C)N(Cc1ccc(N(CC)CC)cc1OS(=O)(=O)CC)C(=O)c1cccs1 (stereo not drawn)
    -4 | 6 | -8
CC(Cn1cncn1)NC(=O)N1CCCC(C)(C)CC1 (stereo not drawn)
    . | -5 | -5
Cc1ccccc1-c1noc2ncc(C(=O)O)cc12
    -9 | -4 | -8
CC(NC(=O)CN1CCN(C)CC1C)c1ccccc1Cl (stereo not drawn)
    -8 | 20 | -7
C=c1oc(C)cc1=C1NN=C(CCC(=O)N2CCC(O)(c3ccc(Cl)cc3)CC2)O1
    -3 | 7&8 | -8&-2
O=S(=O)(NCc1ccccc1)Nc1cccc(-c2cnc[nH]2)c1
    . | 5 | -4
O=c1c2ccccc2nc(SCc2ccc([N+](=O)[O-])cc2)n1CC1CCCO1 (stereo not drawn)
    . | 11 | -16
Cc1noc2nc(C3CC3)cc(C(=O)NC(C)c3ccc(F)cc3)c12 (stereo not drawn)
    -8 | 1 | -6
COc1ccc(NC(=O)N2CCN(C(C)c3ccccc3)CC2)c(C)c1 (stereo not drawn)
    -4 | 7 | -1
O=C(c1cccs1)N1CCN(Cc2nc(-c3cccc(Cl)c3)no2)CC1
    -11 | 17 | -9
Cc1ccc(CC(=O)OCc2ccc3cn[nH]c3c2)s1
    . | 7 | -10
N#Cc1c(NC(=O)c2cc3nc(-c4ccccc4)cc(C(F)(F)F)n3n2)sc2c1CCCCC2
    -3 | -15 | 3
Cc1ccc(-n2ncc3c2CC(C)(C)CC3NC2CCOCC2)cc1 (stereo not drawn)
    . | -1 | -7
COCCCNC(=O)C(C#N)=Cc1cc(OC)c(OC)cc1Br
    -1 | 3 | -4
CCn1c2ccccc2c2cc(CN3CCCC(N4CCC(CO)CC4)C3)ccc21 (stereo not drawn)
    . | 16 | -5
CCCCC(O)CN(Cc1ccco1)Cc1c(-c2ccccc2)nn(C)c1Oc1cccc(OC)c1 (stereo not drawn)
    -6 | 17 | -8
CCOc1ncccc1C(=O)N1CCCC(c2[nH]ncc2-c2ccccc2)C1 (stereo not drawn)
    . | -7 | 5
CCOCCn1c(=O)c2c(nc3n(-c4cc(OC)ccc4OC)c(C)c(C)n23)n(C)c1=O
    . | -1 | -5
O=C(NCc1nnc(SCC(=O)N2CCc3ccccc32)n1-c1ccc(F)cc1)c1ccc(S(=O)(=O)N2CCCC2)cc1
    1 | -14 | 1
CCn1c(CC2CCN(Cc3ccc(-n4cncn4)cc3)CC2)n[nH]c1=O
    . | -5 | -7
Cc1ccc([N+](=O)[O-])cc1NC(=O)c1c(-c2ccccc2)noc1C
    . | -2 | -2
O=C(c1ccc(-c2ccsc2)nc1)N1CCCN(c2ncccn2)CC1
    -12 | 9 | -3
CCC(CC)CC1(C(=O)Nc2ccccc2SC(=O)C(C)C)CCCCC1
    -9 | -3 | -9
Cn1c(-c2ccccc2)cc2c(Nc3cccc(NS(C)(=O)=O)c3)nccc21
    -6 | -4 | -2
CC(C)NCC(=O)N(CCc1c[nH]c2ccccc12)Cc1ccc(C(F)(F)F)cc1
    -5 | 28 | -4
Cc1cccc2[nH]c(C3CCCN3Cc3ncc[nH]3)nc12 (stereo not drawn)
    . | 10 | -3
COc1ccccc1C(C1Sc2nc(C)nn2C1=O)N1CCN(c2ccccc2)CC1 (stereo not drawn)
    -6 | 2 | -4
Cc1ccc(C2c3cccn3CCCN2Cc2ccccn2)c(C)c1 (stereo not drawn)
    -6 | 19 | -5
Cc1noc(C)c1CN(C)C(=O)c1cc(C(C)C)n2ncnc2n1
    . | -3 | -7
O=C(O)c1cscc1/C=C/c1ccsc1Cl
    . | -2 | 3
COc1ccc(Cl)cc1NC(=O)C1CCCN(c2ccc(-c3ccco3)nn2)C1 (stereo not drawn)
    -8 | -11 | -3
CCC(=O)Nc1ccc(N(C)C)c(CN(Cc2ccco2)C(=O)c2ccc(F)cc2)c1
    -6 | . | -8
OC(COCc1ccccc1)CN(Cc1cccc(Cl)c1)CC1CC(c2ccccc2F)=NO1 (stereo not drawn)
    -7 | -3 | -7

# Among those listed so far, these contain a tert-butyl group.
# Value order: mcGAS inh | NPYLR7 agonist | hcGAS inh
COC(=O)[C@@H](NC(=O)c1cccc(-c2n[nH]c(C)n2)c1)C(C)(C)C
    . | 5 | -6
CCN(CC(=O)Nc1cc(C(C)(C)C)nn1-c1ccc(F)cc1)S(=O)(=O)c1ccccc1
    -6 | 18 | -5

# (list continues)
# Value order: mcGAS inh | NPYLR7 agonist | hcGAS inh
O=C(CCCn1nc(-c2ccco2)ccc1=O)NCc1cccs1
    -9 | 4 | -8
O=C1CCc2cc(C(=O)N3CCN(c4ccc(Br)cn4)CC3)ccc2N1
    -14 | 6 | -9
CC1c2cccn2CCN1C(=O)c1cn[nH]c1-n1cnnn1 (stereo not drawn)
    . | 11 | 4
CN(Cc1nccn1Cc1ccccc1)C(=O)C1CC2(CCNCC2)CN1 (stereo not drawn)
    . | 17 | -3
CC(C)NC(=O)C1(C)CCN1Cc1ccc(C(F)(F)F)cc1 (stereo not drawn)
    . | 3 | -16
CCOC(=O)C=C1c2ccccc2-c2ccccc21
    . | -7 | -8
CC(C)(C(=O)NCCSc1ccc(Cl)cc1)c1ccccc1
    -1 | 2 | 5
COc1ccccc1N1CCN(C(=O)Cc2nc3nc(C)cc(C)n3n2)CC1
    . | 3 | -5
COc1ccccc1CCC(=O)Nc1cnn(CC(=O)N2CCC(c3ccccc3Cl)C2)c1 (stereo not drawn)
    1 | -14 | 4
FC(F)(F)C1CCCN(CCCc2nnnn2-c2ccccc2)C1 (stereo not drawn)
    . | 2 | -17
CCOc1ccc(N2C(=O)CC(N(Cc3ccco3)C(=O)CCC(=O)O)C2=O)cc1 (stereo not drawn)
    . | -3 | -6
CCc1c(C)[nH]n(-c2nc(-c3cccc([N+](=O)[O-])c3)cs2)c1=O
    . | 2 | -8
CCOC(=O)CC(=O)Nc1cc(-c2onc3c2CCCC3)cc(C(F)(F)F)c1
    -5 | 19 | -7
Cc1ccsc1C(=O)NNC(=O)c1nn(C)c(=O)c2ccccc12
    . | 1 | -7
CCSc1sc(CC)c(C(=O)O)c1C=O
    -2 | 12 | 0
c1ccc(-c2noc(CN3CCc4ccccc4C3)n2)nc1
    -10 | -6&-2 | 1&-7
Cc1cccc(COC2CCCN(C(=O)CCc3ccccc3)C2)c1 (stereo not drawn)
    -3 | -1 | -5
Cc1c(COC(C)C)cccc1NC(N)=O
    . | -1 | -6
CC1(Cc2ccccc2Cl)C(=O)Nc2ccc(S(=O)(=O)NC3CCCCC3)cc21 (stereo not drawn)
    -2 | 1 | 0
COC(=O)N1CCC(Nc2ncnc3c2CCCC3)CC1
    -8 | -1&-2 | 1&-4
CCOC(=O)N1CCC(NC2CCN(c3ccc(NC(=O)Cc4ccc(OC)cc4)cc3)CC2)CC1
    -14 | 2 | -7
CCC1CCCCN1CC(C)(C)NS(=O)(=O)c1ccccc1 (stereo not drawn)
    . | 8 | -3
CN(C)C(=O)CCNC(=O)CC(c1ccccc1)C(F)(F)F (stereo not drawn)
    . | -18 | 1
CCOC(=O)c1nn(-c2ccc(C)cc2)c(=O)c2c(NC(=O)CSCc3ccccc3)scc12
    -3 | -9 | -1
CCCS(=O)(=O)NC(=O)C1(C)CCN1C(=O)c1ccc(C(F)(F)F)nc1C (stereo not drawn)
    . | 1 | -6
COc1ccc(-n2c(SCCN3CCOCC3)nnc2-c2ccc(Cl)cc2)cc1
    -8 | 1 | -6
O=c1cc(CCc2nc(C3CC3)nn2-c2ccc3c(c2)OCCO3)o[nH]1
    -11 | 12 | -7
CCCN(Cc1cccc(OC)c1OC)CC(O)COc1ccc(OC)cc1 (stereo not drawn)
    -6 | 15 | -5
C#CC(C)(CC)OCC(O)CN1CCN(C)CC1 (stereo not drawn)
    -9 | 0 | -7
COc1ccccc1NC(=O)c1c(I)cnn1C
    -4 | -15 | -4
Cc1cccc(C)c1NC(=O)CN(C)C(C)c1nnc(-c2cccs2)o1 (stereo not drawn)
    -8 | 1 | -7
COc1cc(C(=O)c2c(C(F)(F)F)oc3c2C(=O)c2ccccc2C3=O)cc(OC)c1OC
    . | -12 | -6
CCOC(=O)Cn1c(=NC(=O)c2cc(C)no2)sc2cc(SC)ccc21
    -9 | 9 | -2
CC(C)(C(=O)N1CCC1(C)C(=O)Nc1ccccc1Br)c1ccccc1 (stereo not drawn)
    -4 | 8 | -7
CN1CCn2nc(C(=O)N(C)CCC(O)c3ccccc3)cc2C1 (stereo not drawn)
    . | 12 | -6
Cc1ccccc1CSc1nnc(C(C)NC(=O)/C=C/c2ccccc2)n1-c1cc(Cl)ccc1C (stereo not drawn)
    1 | -11 | 0
O=C(COc1ccc(Br)cc1)N=Nc1c(O)[nH]c2ccccc12
    . | -3 | -2
O=C(c1ccccc1)N1CCN(C(=O)C2CCCCn3nnnc32)CC1 (stereo not drawn)
    -12 | . | -10
O=C(CN1CCc2sccc2C1c1cccc(F)c1)N1CCCN(C(=O)c2ccc(Cl)cc2)CC1 (stereo not drawn)
    -6 | 10 | -4
Cc1c(CN(C)Cc2ccsc2)cnn1C
    . | -7 | -2
O=C(/C=C/c1cccs1)NCC1Cc2cc(Cl)cc(-c3ncccn3)c2O1 (stereo not drawn)
    -8 | 27 | -3
Cc1ccn2c(=O)nc(SC(C)c3ccccc3)nc2c1 (stereo not drawn)
    -8 | 0 | -12
Cn1cc(CN2CCSCC2)c(-c2cccc(Cl)c2)n1
    -4 | 9&0 | -8&-5
CC(=O)O[C@@H](C)C(=O)NCCCN(C)c1ccccc1
    -1 | 17 | 2
Cc1cc(-c2c(-c3ccccc3)ncn2Cc2noc(C3CCCC3)n2)n[nH]1
    -10 | -2 | -5
O=C(c1cccc(F)c1)N(Cc1cccnc1)c1nc2cc3c(cc2s1)OCCO3
    0 | -18 | 4
Nc1nc(N)nc(-c2ccccc2)n1
    . | 5 | -6

# Quoted from the results shown, 2 compounds:
# Value order: mcGAS inh | NPYLR7 agonist | hcGAS inh
O=C(c1cccc(F)c1)N(Cc1cccnc1)c1nc2cc3c(cc2s1)OCCO3
    0 | -18 | 4
Nc1nc(N)nc(-c2ccccc2)n1
    . | 5 | -6
